# Bioassay records from PubChem BioAssay.
# KOR beta-arrestin-1: kappa opioid receptor activators – cell-based, luminescence, uHTS, primary screen (AID 1777) | 280,000 tested, 0.02% active | activation, % at 10 µM, or EC50 in µM where a hit was titrated | KOR beta-arrestin recruitment, luminescence; higher % means a stronger effect; in the data active means activation above about 50%, passing the limit was not always enough; further: a part of the inactive calls stands beside numbers as strong as those of hits
# NOD2 inhibition: inhibition of NOD2-driven NF-kB reporter – cell-based, luminescence, uHTS, HEK293 (AID 1566); 290,000 tested, 0.63% active; HEK293 NOD2/NF-kB luciferase reporter, luminescence; higher % means a stronger effect; inhibition, % at 4 µM, or EC50 in µM where a hit was titrated; further: many of its hits are not listed in these tables
# AID2073: disruptors of CaV2.2 binding to Mint1 – biochemical, HTRF (AID 2073) | inhibition, % at 20 µM, or IC50 in µM where a hit was titrated | HTRF protein-protein interaction, Mint1-CaV2.2; higher % means a stronger effect | 290,000 tested, 0.19% active; in the data active means inhibition mostly above about 51%, no sharp cut-off; inconclusive means no clear call, values can overlap the other calls; inactive means mostly below about 53%; further: some results filed as inactive read as strong as hits
# KOR beta-arrestin-2: kappa opioid receptor blockers – cell-based, luminescence, uHTS (AID 1778) | KOR beta-arrestin recruitment, luminescence, antagonist mode; higher % means a stronger effect | one-dose inhibition, % at 10 µM; IC50 in µM for titrated hits | 290,000 tested, 0.091% active; further: strong numbers were not always called active
# NS5 inhibitors: Dengue-2 NS5 methyltransferase inhibitors, primary screen, biochemical, confirmation dose response (AID 588689); inhibition, % at 25 µM; hits with a dose series show IC50 in µM; Dengue-2 NS5 methyltransferase capping enzyme assay, biochemical; higher % means a stronger effect; 340,000 tested, 0.3% active; in the data active means a potency from the dose series; inconclusive means inhibition above about 29% without an active follow-up result
# West Nile virus CPE: inhibition of WNV-induced cytopathic effect – cell-based, CPE readout (AID 1621); 290,000 tested, 0.02% active; West Nile virus-infected cells, CPE inhibition; higher % means a stronger effect; CPE inhibition, % at 10 µM, or IC50 in µM where a hit was titrated; in the data active means a potency from the dose series; inconclusive means CPE inhibition mostly from about 3.7% at the one dose, without a potency; inactive means the rest, 99 in 100 with CPE inhibition below about 2.2%; further: strong numbers were not always called active
# Yfh1-depleted yeast: mitochondrial function rescue without frataxin homolog – Friedreich's ataxia, plus single-dose screen, dose response (AID 1465); S. cerevisiae Yfh1-off respiration, WST-1 reduction, 72 h; higher fold induction means a stronger effect; one-dose fold induction at 50 µM; EC50 in µM for titrated hits; 220,000 tested, 0.074% active;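 active means fold induction of absorbance versus untreated yeast above a set limit, then at least 30% activation at any dose in follow-up; inconclusive means repeats straddling the limit, or above it without dose testing; inactive means fold induction below the set limit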;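 further: activators that raise dye reduction in frataxin-depleted yeast; strong numbers were not always called active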
# NOD1 NF-kB reporter: NOD1 signaling inhibitors, primary screen, cell-based, luminescence, uHTS (AID 1578) | 290,000 tested, 1% active | one-dose inhibition, % at 4 µM; EC50 in µM for titrated hits | NOD1-driven NF-kB luciferase reporter cells, luminescence; higher % means a stronger effect; in the data active means inhibition mostly above about 36%, no sharp cut-off; inactive means mostly below about 34%;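 further: HEK-293T reporter cells stimulated with the NOD1 agonist gamma-tri-DAP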
# HIV peptide binding: cell-free HIV fusion peptide-binding blockers – biochemical, uHTS, fluorescence dequenching, primary screen (AID 1986). cell-free peptide binding, fluorescence dequenching, 30 min; higher % means a stronger effect. inhibition, % at 20 µM, or IC50 in µM where a hit was titrated. 290,000 tested, 0.3% active; in the data active means inhibition mostly above about 52%, no sharp cut-off; inactive means mostly below about 76%; further: some results filed as inactive read as strong as hits
# NS5 inhibitors pilot replicate: second read-out of NS5 inhibitors, no call of its own (marks repeat the call); inhibition, %; measured here: pilot screen replicate inhibition
# Starred values were filed as active, the others as inactive; i = inactive; ? = inconclusive; / = not tested or not shown; & = joins results of further samples; [ ] = dose if it differs, or a comment. Unless noted, no stated cut-off is given here; in the data, active means inhibition above about 50%; inactive means the rest. Some of the compounds tested. The share of hits here may be higher or lower than overall.
# The opening 2 records (preview)
SMILES,KOR beta-arrestin-1,NOD2 inhibition,AID2073,KOR beta-arrestin-2,NS5 inhibitors,West Nile virus CPE,Yfh1-depleted yeast,NOD1 NF-kB reporter,HIV peptide binding,others
Cc1ccc(C2C(C#N)=C(N)Oc3cc(N)ccc32)cc1 (configuration not stated),3.3%,-37%,5%,9%,1%,0.6%,/,-13%,0.2%,NS5 inhibitors pilot replicate=-2.5
COC(=O)CSc1nc(NCc2ccccc2)nc(N(C)C)n1,0.0%,7%,-11%,6%,0%,0.6%,i,-7%,-0.3%,

# The list itself, from the start:
SMILES,KOR beta-arrestin-1,NOD2 inhibition,AID2073,KOR beta-arrestin-2,NS5 inhibitors,West Nile virus CPE,Yfh1-depleted yeast,NOD1 NF-kB reporter,HIV peptide binding,others
Cc1ccc(C2C(C#N)=C(N)Oc3cc(N)ccc32)cc1 (configuration not stated),3.3%,-37%,5%,9%,1%,0.6%,/,-13%,0.2%,NS5 inhibitors pilot replicate=-2.5
COC(=O)CSc1nc(NCc2ccccc2)nc(N(C)C)n1,0.0%,7%,-11%,6%,0%,0.6%,i,-7%,-0.3%,
O=C(O)CC1(CC(=O)NCc2ccc(F)cc2)CCCCC1,-8.6%,-3%,-3%,4%,-1%,0.2%,/,-8%,-0.7%,
COc1cc(C2C(C(=O)c3ccc(C)o3)=C(O)C(=O)N2CCN2CCOCC2)ccc1OCCC(C)C (configuration not stated),-0.7%,17%,27%,9%,-1%,-0.5%,/,-12%,3.8%,
Cc1c(C(=O)N2CCC(N3CCSCC3)CC2)oc2c(F)cccc12,-4.5%,-27%,-8%,-5%,-22%,-0.9%,/,-19%,-1.1%,
O=C(Oc1ccc(C(=S)N2CCCCC2)cc1)c1ccccc1F,-2.4%,9%,-5%,-35%,2%,-0.6%,i,-35%,-0.4%,
COC(=O)CNc1nc(Cl)nc(Nc2ccc(C)cc2)n1,-2.7%,-10%,3%,9%,3%,0.2%,i,-66%,-1.7%,
N#Cc1cccc(NC(=O)CCNS(=O)(=O)c2ccc3[nH]c(=O)oc3c2)c1,13%,0%,-6%,-20%,-5%,0.6%,/,-24%,1.6%,
O=C(NCCO)C(=O)Nc1cc2c3c(c1)CC(=O)N3CCC2,1.9%,5%,6%,6%,6%,1.0%,/,1%,-2.8%,
CC(=O)/C(=C/N(C)C)Sc1ccc(C)cc1,0.6%,-6%,-3%,-17%,-5%,-0.1%,i,-5%,-2.2%,
O=C(COc1ccc2c3c(c(=O)oc2c1)CCC3)Nc1ccccn1,3.9%,-76%,-9%,-20%,2%,0.1%,/,-36%,0.3%,
COc1ccc(NC(=O)c2noc(C(C)C)c2[N+](=O)[O-])cc1,-5.4%,14%,?,-17%,-7%,-0.1%,i,-5%,-0.6%,
CC1CCN(C(=O)c2cc3ccccc3o2)CC1,-1.5%,-42%,-6%,17%,1%,0.3%,i,-33%,-0.9%,
COc1ccc(CNC(=O)CCNS(=O)(=O)c2ccc(Br)s2)cc1,1.0%,-7%,23%,-21%,-12%,0.7%,/,-37%,-0.1%,
Cc1ccc2oc(=O)c3cnn(CC(=O)N(CCCN4CCOCC4)Cc4ccco4)c3c2c1,-2.5%,7%,17%,32%,2%,-0.1%,i,-27%,-0.5%,
COC(=O)c1c(NC(=O)C2CC(C)=C(C)CC2C(=O)O)sc2c1CCCCC2 (configuration not stated),4.7%,22%,8%,-33%,9%,-0.1%,/,-8%,7.9%,
CCN1C(=O)/C(=C\c2cccs2)C(C(=O)OC)=C1C,35%,5%,-2%,-22%,-3%,0.1%,i,-14%,1.7%,
CCn1nnnc1NCc1cccc(Cl)c1,0.8%,13%,10%,18%,-4%,-0.4%,i,-48%,0.2%,
CNC(=O)c1sccc1S(=O)(=O)Cc1c(Cl)cccc1Cl,0.3%,-3%,-5%,-17%,6%,0.0%,i,-30%,-2.1%,
COc1ccc(CCNC(=O)CSc2n[nH]c(C)c2[N+](=O)[O-])cc1OC,-0.4%,-6%,-5%,-18%,-7%,0.7%,i,-14%,-0.6%,
COc1ccc(-n2c(C(C)n3nc(C)c([N+](=O)[O-])c3C)n[nH]c2=S)cc1 (configuration not stated),1.9%,10%,-18%,-4%,8%,0.2%,i,-26%,2.2%,NS5 inhibitors pilot replicate=-0.6
CC(OC(=O)c1ccco1)C(=O)NC1CCCCC1 (configuration not stated),-2.3%,9%,-2%,-12%,-3%,-0.7%,i,-5%,0.4%,
COc1ccc(C)cc1NC(=O)c1sc2nc(C)nc(N3CCOCC3)c2c1C,3.9%,39%,36%,-30%,-5%,-0.5%,/,-21%,0.9%,
COc1ccc(N2C(=O)CSC2c2ccccc2)cc1 (configuration not stated),-5.7%,3%,-12%,4%,1%,-0.1%,/,0%,1.3%,
O=C1C2N=NN(CC(=O)N3N=C(c4ccccc4)CC3c3ccc([N+](=O)[O-])cc3)C2C(=O)N1c1ccccc1 (configuration not stated),-1.5%,18%,22%,-34%[20 µM],/,-0.5%,i,-25%,-1.6%,
CCC(C)[C@H](N)C(=O)NC[C@H]1CC[C@H](C(=O)N[C@@H](Cc2ccccc2)C(=O)O)CC1 (some centres not stated),4.6%,-15%,14%,10%,-5%,-0.3%,/,-12%,3.2%,
Cc1ccccc1N1CCN(C2CCCN(C(=O)c3cc(CC(C)C)nn3C)C2)CC1 (configuration not stated),-4.0%,-12%,-8%,-25%,-4%,0.0%,/,-31%,-0.9%,
O=C(CSC1=Nc2ccccc2C2=NC(c3ccccc3)C(=O)N12)NCC1CCCO1 (configuration not stated),-1.7%,-3%,-4%,-20%,2%,0.3%,i,7%,-0.6%,
Cc1ccc(-c2nnc3c(C(F)(F)F)nc4ccccc4n23)cc1,-5.7%,0%,20%,28%,-8%,0.2%,i,-24%,0.1%,
CC(OC(=O)CCCc1nc2ccccc2s1)C(N)=O (configuration not stated),-2.7%,-3%,5%,12%,-2%,0.2%,i,-17%,0.2%,
COCCCN=C(c1ccco1)n1c(=S)nc(-c2ccco2)n(CCCOC)c1=S,-0.9%,16%,12%,10%,20%,-0.7%,i,6%,2.7%,
Cc1cc(=O)oc2ccc(OC(C)C(=O)O)cc12 (configuration not stated),1.3%,-13%,6%,-28%,-6%,-0.1%,i,-47%,1.1%,
Cc1cccc(NC(=O)[C@@H]2CCCN2C(=O)OC(C)(C)C)c1,-2.1%,12%,11%,27%,2%,-0.5%,/,-21%,0.3%,
O=C(c1cc(-c2ccccc2Cl)nc2ccccc12)N1CCOCC1,1.8%,5%,8%,4%,-1%,1.4%,/,-10%,0.1%,
COc1ccc(Cc2noc(CN3CCCC(C(=O)c4cccs4)C3)n2)cc1OC (configuration not stated),1.7%,14%,2%,-35%,-4%,-0.5%,i,-51%,0.6%,
COc1ccc(CNC(=O)CCS(=O)(=O)c2cc3c(cc2Cl)NC(=O)CO3)cc1,0.3%,16%,1%,-12%,0%,0.3%,/,23%,0.5%,
Cc1ccc(C(=O)Nc2ccc3c(c2)CCC3)o1,0.1%,-87%,-4%,-55%,6%,-0.5%,i,-33%,-1.5%,
O=C(C1=C[C@@H](c2ccc(Br)cc2)C[C@@H](OCc2ccc(CO)cc2)O1)N1CCN(Cc2ccc3c(c2)OCO3)CC1,-1.6%,-22%,20%,-5%,-14%,0.5%,i,-7%,12%,
COc1ccc(NC(=O)c2cc(Cl)ccc2NC(=O)c2ccco2)c(OC)c1,-0.7%,-3%,1%,9%,5%,0.5%,/,-13%,9.4%,
O=C(Nc1ccc(S(=O)(=O)Nc2nccs2)cc1)c1cc(-c2ccccc2Cl)nc2ccccc12,0.2%,19%,2%,9%,27%,/,/,10%,-1.1%,
Cc1ccc2c(c1)c1c3n2CCNC3CCC1 (configuration not stated),-2.5%,-2%,1%,-47%[20 µM],4%&-6%,0.5%,/,-9%,-0.6%,NS5 inhibitors pilot replicate=-4.0
COC(=O)C1=C(C)N(Cc2ccccc2)C(=NCc2ccc(OC)cc2)N[C@H]1c1cccc(F)c1,-3.2%,14%,15%,-70%[20 µM],-5%,-1.3%,/,20%,1.3%,
CCCCC(=NCCO)C1=C(O)C(C(=O)OC)C(C)(C)CC1=O (configuration not stated),2.5%,-6%,2%,24%,1%,0.2%,i,-12%,2.7%,
Clc1ccc(SCCOCCN2CCc3ccccc3C2)cc1,-2.3%,-1%,-7%,-16%[20 µM],0%,-1.5%,i,-20%,-1.4%,
CC1(C)CC(=O)C(=CN2CCOCC2)C(=O)C1,0.6%,9%,-7%,-3%,0%,0.2%,i,4%,-3.5%,
COC(=O)CSc1nnc(-c2ccc3c(c2)OCO3)n1C,0.7%,3%,11%,19%,4%,0.4%,i,29%,3.2%,
CC(=NCc1ccncc1)C1=C(O)c2ccccc2C1=O,-3.2%,-12%,-34%,-1%,/,0.4%,i,-28%,4.5%,
CCOC(=O)c1ccc(NC(=O)c2cc3c(s2)CCC3)cc1,/,-6%,15%,-38%,-12%,0.2%,i,-11%,-0.4%,
CCOC(=O)N1CCN(C(=O)c2cccn3c(=O)c4sccc4nc23)CC1,-3.6%,-2%,37%,31%,0%,-0.2%,i,-21%,-0.9%,
COc1ccc2cnn(-c3ccccc3C)c(=O)c2c1OC,0.0%,18%,-3%,-19%,5%,0.0%,i,-24%,-0.8%,
Cc1cccc(N2CCN(C(=O)CCNS(=O)(=O)c3ccc4c(c3)oc(=O)n4C)CC2C)c1 (configuration not stated),-5.0%,22%,6%,30%,-4%,-1.2%,/,-28%,-1.0%,
COc1ccccc1NC(=O)Nc1ccnn1Cc1cccs1,12%,-13%,-2%,10%,2%,-0.5%,i,-9%,1.2%,
O=c1[nH]c(=S)[nH]c(O)c1N=Nc1ccc(-c2ccccc2)cc1[N+](=O)[O-],-6.4%,6%,30%,-8%,/,-0.5%,i,-38%,36%,
Cc1cc(C)c2c(=O)[nH]n(C3CCCCCC3)c2n1,3.1%,25%,3%,-13%,-4%,-0.9%,i,-13%,0.3%,
Cc1ccc(-n2[nH]c(=O)c3cccnc32)cc1,-2.0%,6%,42%,-9%,-8%,0.1%,i,4%,-0.3%,NS5 inhibitors pilot replicate=-2.0
C/C(=N\NC(=O)c1cc(C)oc1C)c1ccc(N2CCOCC2)cc1,-11%,4%,9%,8%,-2%,-0.4%,i,-14%,1.9%,
O=C(CN1C(=O)COc2ccccc21)NCCCN1CCCC1,0.3%,12%,-19%,-49%,-11%,-0.1%,/,-20%,1.8%,
CC(C)(C)c1ccc(-c2nc3c(C#N)c(-c4ccc5c(c4)OCO5)ccn3n2)cc1,-1.8%,0%,40%,0%,-3%,0.3%,i,-15%,-2.7%,NS5 inhibitors pilot replicate=-2.4
Cc1cccn2c(=O)c(/C=C(\C#N)C(=O)NC3CCS(=O)(=O)C3)c(Oc3ccccc3Cl)nc12 (configuration not stated),7.1%,4%,24%,-41%,-2%,0.3%,/,-11%,-0.1%,
COc1cccc(-c2cnc(NCc3cc(Cl)ccc3O)n2C)c1,1.2%,16%,-2%,-7%,-6%,-0.8%,i,-12%,3.3%,
CNC(=O)c1sc(NCc2ccccc2OC)nc1C,-0.3%,6%,-22%,-41%,1%,0.3%,/,-17%,-0.4%,
